# Bioassay records (PubChem)
# NIH3T3 tox: cytotoxic compounds in NIH 3T3 cells. 4.3% of 94,000 active. AID 1345082. Potency, µM (highest dose often 96.7 µM), without a hit: top-dose activity change, negative = cytotoxicity, hits mostly inhibitors. NIH 3T3 viability, CellTiter-Glo ATP luminescence, 48-72 h; note: potency is the fitted concentration of half-maximal effect; nearly all actives have a fitted effect of over 55% in size
#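 Luminescent ATP readout (CellTiter-Glo, 10 min RT) after 48 or 72 hr compound exposure of NIH 3T3 cells seeded at 400 cells/well in 1536-well format; quantitative HTS.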
# IP6K1 inhibitor: inhibitors of human IP6K1. 0.81% of 140,000 active. activity change, % (series mostly up to about 58 µM). IP6K1 kinase, ADP-Glo luminescence, 2 h; active compounds read low. Q92551. AID 1645851; in the data active = activity change below about -25%
# Target sequence (Q92551 whole entry, looked up): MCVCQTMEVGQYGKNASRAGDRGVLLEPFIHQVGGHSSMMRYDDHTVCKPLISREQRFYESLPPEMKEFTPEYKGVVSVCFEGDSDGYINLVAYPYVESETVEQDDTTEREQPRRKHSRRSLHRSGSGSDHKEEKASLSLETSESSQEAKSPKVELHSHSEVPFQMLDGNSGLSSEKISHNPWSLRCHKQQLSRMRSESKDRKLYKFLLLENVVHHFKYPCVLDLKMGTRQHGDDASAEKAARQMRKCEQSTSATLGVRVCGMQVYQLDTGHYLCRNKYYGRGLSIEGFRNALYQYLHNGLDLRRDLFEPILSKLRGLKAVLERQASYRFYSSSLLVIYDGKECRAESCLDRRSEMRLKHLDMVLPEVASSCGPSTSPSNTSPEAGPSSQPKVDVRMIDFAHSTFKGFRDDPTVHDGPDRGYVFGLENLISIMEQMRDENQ
#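 ADP-Glo luminescence measures ADP made by human IP6K1 during a 2 h RT reaction with ATP/IP6 (mix at 1.3 mM/130 uM); top library doses 57.5 and 19.1 uM final.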
# SNCA expr inh: reduces expression of the alpha-synuclein gene; HEK-293 SNCA-luciferase knock-in, luminescence, 24 h; Potency, µM (titrated, usually from 57.2 µM), for inactives: at the top dose activity change, negative = inhibition, hits mostly inhibitors; 0.17% of 140,000 active;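 note: potency is the fitted concentration of half-maximal effect; plate controls were DMSO cells for no effect and cell-free wells for full effect; nearly all actives have a fitted effect of over 45% in size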
# HEK cytotox: kills HEK 293 cells | HEK 293 viability, ATP luminescence (CellTiter-Glo), 48-72 h | Potency, µM (series often up to 115 µM), for inactives: top-dose activity change, negative = cytotoxicity, actives largely listed as inhibitors | 6.6% of 94,000 active; note: potency is the fitted concentration of half-maximal effect; nearly all actives have a fitted effect of over 60% in size
#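 HEK 293 seeded at 250 cells/well receive compound via pintool. After 48 or 72 hr at 37 degree Celsius, 5% CO2 and 95% humidity, CellTiter-Glo is dispensed and luminescence read following 10 min at room temperature.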
# GPT2 inhibitor: GPT2 alanine aminotransferase inhibition; Q8TD30; 0.25% of 100,000 active; Potency, µM (titrated, usually from 57.7 µM), inactives show at the highest dose activity change, negative = inhibition, actives largely listed as inhibitors; AID 1671188; Recombinant GPT2, coupled pyruvate oxidase/HRP Amplex Red fluorescence; note: potency is the fitted concentration of half-maximal effect; nearly all actives have a fitted effect of over 60% in size; many of its hits are not listed in these tables
#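 GPT2 10ng/uL, a-KG 250uM, L-Ala 2mM, HEPES pH7.5 + 0.0001% Tween; 30 min RT. Then Amplex mix (PO/HRP/ThPP), 30 min RT dark, fluorescence. AOA 50uM used as positive control.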
# SNCA viab count: cell viability loss counter-screen; HEK-293-SNCA-luc viability, GF-AFC fluorescence, 24 h; Potency, µM (highest dose often 57.1 µM), without a hit: at the top dose activity change, negative = cytotoxicity, usual class: cytotoxic; 0.12% of 150,000 active; AID 1671193;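 note: potency is the fitted concentration of half-maximal effect; 0% = DMSO-treated cells and -100% = medium-only wells without cells; nearly all actives have a fitted effect of over 30% in size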
#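 HEK-293-SNCA-luc cells (1500/well) plated 24 h, then exposed 24 h to a dilution series; GF-AFC added 30 min at 37C, fluorescence 405/540 nm; normalised to medium-only and DMSO wells, Hill fit.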
# FLuc inh: Photinus pyralis luciferase inhibition; P08659; purified P. pyralis luciferase, luminescence, biochemical; Potency, µM (top dose mostly 115 µM), for inactives: at the highest dose activity change, negative = inhibition, hits mostly inhibitors; 2.5% of 76,000 active; note: potency is the fitted concentration of half-maximal effect; nearly all actives have a fitted effect of over 65% in size
# Target sequence (P08659 whole entry, looked up): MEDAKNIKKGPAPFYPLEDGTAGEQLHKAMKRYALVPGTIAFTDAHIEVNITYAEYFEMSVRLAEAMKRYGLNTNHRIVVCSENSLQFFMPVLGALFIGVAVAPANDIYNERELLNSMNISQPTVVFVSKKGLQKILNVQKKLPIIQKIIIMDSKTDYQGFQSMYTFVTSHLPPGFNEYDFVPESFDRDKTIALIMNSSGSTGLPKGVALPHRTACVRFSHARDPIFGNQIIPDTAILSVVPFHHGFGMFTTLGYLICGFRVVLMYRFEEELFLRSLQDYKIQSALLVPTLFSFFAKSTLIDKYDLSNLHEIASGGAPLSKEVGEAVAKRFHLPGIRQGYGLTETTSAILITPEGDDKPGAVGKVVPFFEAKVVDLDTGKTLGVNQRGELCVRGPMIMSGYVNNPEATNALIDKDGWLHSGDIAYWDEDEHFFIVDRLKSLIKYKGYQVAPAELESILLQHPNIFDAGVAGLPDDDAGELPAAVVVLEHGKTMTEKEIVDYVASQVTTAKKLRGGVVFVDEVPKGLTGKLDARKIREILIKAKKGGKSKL
#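 FLuc 10nM, D-luciferin 10uM, ATP 10uM, Mg acetate 10mM, Tris acetate pH 7.5, Tween/BSA; cpd qHTS; enzyme added last; CCD luminescence.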
# The depositor's hits bear a star; i = inactive; ? = inconclusive; · = not tested or not shown; [ ] = dose if it differs, or a comment. Unless noted, calls come from the whole dose curve; as a rule, active = well fitted curve in the direction sought with a large enough effect; inconclusive = small, poorly fitted or top-dose-only effect, or another doubt; inactive = no such curve, though single readings can be large; an effect the other way counts as inactive or inconclusive. Unless noted, % is set by controls: 0 for no effect and ±100 for the full control effect.
compound	FLuc inh	SNCA viab count	HEK cytotox	NIH3T3 tox	SNCA expr inh	GPT2 inhibitor	IP6K1 inhibitor
CCC1=Nc2cc(C(=O)N3CCC(C)CC3)ccc2Sc2ccc(C)cc21	·	?	·	·	-1%	·	19
CCOc1ccccc1CN1CCCOCCNC(=O)CC1	-3%	-24%	5%	-5%	-18%	-3%	-11
Cc1nnc(N2CCC(CO)(CN3CCCC3)CC2)c2ccccc12	-19%	-5%	-22%	-1%	27%	i	3
Cc1nccn1CCNC(=O)CCC[C@@H]1[C@H]2CCCN3CCC[C@@H](CN1C(=O)c1cccnc1)[C@@H]23	0%	5%	7%	i	14%	-6%	-16
O=C(NC1CC1)C1COC2(CCN(C(=O)c3cccc(Cl)c3)CC2)N1C(=O)c1cccc(F)c1 (configuration not stated)	-5%	-11%	-37%	?	2%	0%	12
CCOC(=O)C1CCN(C(=O)C2CCc3nc(N4CCN(C(C)=O)CC4)sc3C2)CC1 (configuration not stated)	4%	-9%	-19%	-10%	2%	i	18
CC(C)CCN1CC[C@H](c2nc3ccccc3[nH]2)C1	35µM*	-19%[87.6 µM]	?	-29%[230 µM]	95%[activator][87.6 µM]	2%[88.5 µM]	16
Cc1ccc(-c2ccc3nnc(CNC(=O)c4ccc5c(c4)OCO5)n3n2)cc1	2%	-7%	i	i	-1%	i	3
COc1cccc(CNC(=O)N2CCC(Oc3ncccc3C(=O)N(C)C)C2)c1 (configuration not stated)	-9%	3%	-8%	-12%	-20%	i	1
COC1CCC12CCN(Cc1ccc(C)s1)CC2 (configuration not stated)	·	1%	-25%	-14%	-9%	?	12
O=C(Cn1cccc1-c1nc(-c2ccc(F)cc2)no1)N1CCc2ccccc21	-1%	?	-9%	-25%	23%	0%	-4
CC(C)Cn1c(=O)c2sccc2n2c(CCCC(=O)N3CCN(c4ccc(F)cc4)CC3)nnc12	·	-9%	·	·	8%	·	49
COc1ccc(-c2nc3scc(CCNS(=O)(=O)c4ccc(NC(C)=O)cc4)n3n2)cc1	·	?	·	·	-2%	·	-15
O=C1NC(=O)C(=Cc2ccc(-c3ccc(F)cc3O)o2)S1	·	3%	·	·	45%	-15%	·
COc1cc(Nc2ccc3nnc(-c4ccccn4)n3n2)cc(OC)c1OC	2%[172 µM]	?	-9%[172 µM]	?	14%[87.6 µM]	-1%[88.5 µM]	-1
COc1ccccc1Cn1c(=O)c(C(=O)NCC(F)(F)F)nc2cccnc21	·	3%	-11%	-31%	-6%	i	-5
COc1ccc(-c2ccnc3nc(Cc4ccc(F)cc4)nn23)cc1OC	5%	-4%	?	?	8%	-9%	-8
Cc1nc2ncnn2c(C)c1CCC(=O)N1C[C@@H](N)C[C@H]1C(=O)NC(C)C	12%	-3%	-8%	2%	-12%	i	-4
Cc1ccc(-c2nc3nc(C)cc(N4CCN(c5cc(Cl)ccc5C)CC4)n3n2)cc1	·	5%	·	·	15%	·	-5
CCC(=O)N1CC(C(=O)N2CCN(c3ccccn3)CC2)C2(CCOCC2)C1 (configuration not stated)	4%	0%	-1%	4%	12%	i	-4
O=C(Cc1ccccc1)NC1CCN(c2ccc3nnc(C4CC4)n3n2)C1 (configuration not stated)	·	·	2%	-4%	·	·	-3
COc1ccc(CCNC(=O)c2cc3c(=O)[nH]c4ccc(C)cc4c3s2)cc1OC	·	0%	·	·	6%	·	6
CCOCCOC1CCN(C(=O)Cc2c[nH]c3ccccc23)CC1	-11%	9%[12.5 µM]	10%	1%	24%	1%	14
CCOc1ccc(NC(=O)C2CCN(S(=O)(=O)c3c(C)noc3/C=C/c3cccs3)CC2)cc1	·	6%	·	·	-11%	·	-24
Cn1cccc1CN1CCC2(Cc3ccccc3CNC2=O)C1 (configuration not stated)	·	-3%	-10%	-11%	5%	-16%	-9
COc1ccc(-c2nc(SCC(=O)NCc3ccccc3Cl)n[nH]2)cc1	·	?	·	·	-1%	·	-10
CN(C)c1ccc(CNC(=O)Cn2c(=O)oc3cc(S(=O)(=O)NCc4ccccc4)ccc32)cc1	·	4%	·	·	1%	·	7
Cc1ccc(CN2CCc3nc(C(=O)Nc4ccc(Cl)cc4)oc3CC2)cc1	1%[172 µM]	-4%[87.6 µM]	?	?	-17%[87.6 µM]	3%[88.5 µM]	-6
CC(C(=O)NCc1ccccc1)N1Cc2ccccc2C1=O (configuration not stated)	·	3%	·	·	0%	·	3
CN1CCOc2c(C(=O)NCc3cccnc3)cc(-c3ccc(O)c(F)c3)cc21	0%[172 µM]	0%[87.6 µM]	?	?	7%[87.6 µM]	?	-16

# Compound profiles, as listed above. Order of values: FLuc inh	SNCA viab count	HEK cytotox	NIH3T3 tox	SNCA expr inh	GPT2 inhibitor	IP6K1 inhibitor
# Cc1ccc(CN2CCc3nc(C(=O)Nc4ccc(Cl)cc4)oc3CC2)cc1 is listed as 1%[172 µM]	-4%[87.6 µM]	?	?	-17%[87.6 µM]	3%[88.5 µM]	-6
# CN(C)c1ccc(CNC(=O)Cn2c(=O)oc3cc(S(=O)(=O)NCc4ccccc4)ccc32)cc1 is listed as ·	4%	·	·	1%	·	7

# (next part)
compound	FLuc inh	SNCA viab count	HEK cytotox	NIH3T3 tox	SNCA expr inh	GPT2 inhibitor	IP6K1 inhibitor
COc1ccc(NC(=O)Cn2nc(-c3ccccc3)c3cnc4ccc(C)cc4c32)cc1	·	11%	·	·	39%[activator]	·	3
COc1ccc(NC(C)=O)cc1NC(=O)C1CC(=O)N(c2n[nH]c3cccc(F)c23)C1 (configuration not stated)	-8%	-11%	-2%	-3%	10%	4%	12
COc1ccccc1CNC(=O)Cn1c(=O)oc2cc(S(=O)(=O)NCc3ccccc3)ccc21	·	-3%	·	·	-15%	·	-2
CC1=C(CC(=O)O)c2cc(F)ccc2C1=Cc1ccc(S(C)(=O)=O)cc1	·	12%	·	·	·	0%	-9
CC(C)(C)OC(=O)N1CCC(c2c(C(=O)NCc3ccccc3)cnn2-c2ccccc2)CC1	·	-1%	·	·	81%[activator]	·	22
COc1ccc(NC(=O)CC2C(=O)N(c3ccc(C)cc3)C(=O)N2Cc2ccc3c(c2)OCO3)cc1 (configuration not stated)	·	3%	·	·	-13%	·	1
O=C(Cn1ncc2ccccc2c1=O)NC1CCCc2c1[nH]c1c(Cl)cccc21 (configuration not stated)	4%	-1%	1%	0%	-30%	0%	-8
CCN1CCC(N(Cc2ccc(F)cc2)C(=O)Nc2cc(C)ccc2C)CC1	·	-12%	·	·	-31%	·	-7
Cc1cc(C)c2oc(-c3cccc(NC(=O)c4cccc(F)c4)c3C)nc2c1	·	-7%	·	·	12%	·	-1
CCC1Oc2ccc(NS(=O)(=O)c3ccc(Cl)cc3)cc2CN(Cc2ccc(F)cc2)C1=O (configuration not stated)	-14%	-27%	?	14µM*	-26%	i	8
Cc1ccccc1N(C)C(=O)c1noc2c1COc1ccccc1-2	·	17%	·	·	104%[activator]	·	27
O=C(CCn1cnnn1)Nc1cc(C(F)(F)F)cc(C(F)(F)F)c1	·	-10%	·	·	?	·	12
Fc1ccc([C@@H]2CCNC[C@H]2COc2ccc3c(c2)OCO3)cc1	·	-13%	·	·	?	i	0
COc1cc(F)ccc1-c1ccc2c(n1)c(=O)ncn2Cc1ccccc1	-21%[172 µM]	-8%[87.6 µM]	-30%[172 µM]	?	-2%[87.6 µM]	0%[88.5 µM]	-6
CCOc1ccc(CNC(=O)Cn2cc3c(n2)-c2c(oc(C(=O)N4CCCC4)c2C)CC3)cc1	·	-11%	·	·	-20%	·	23
CC(C)c1noc(-c2cn(C3CCCN(C(=O)c4cccc5[nH]ccc45)C3)nn2)n1 (configuration not stated)	-10%	-15%	?	?	49%[activator]	i	0
Cc1cc(C)c2c(C(=O)N3CCN(C)C4(CCN(C)CC4)C3)cc(C)nc2c1	10%	-7%	0%	-5%	-15%	i[11.5 µM]	46
CSc1ccc(NC(=O)c2cc3c(s2)CN(C2CC2)C3)cc1	?	-1%	?	?	68%[activator]	i	-5
Cc1ccccc1NC(=O)CSC1=Nc2ccccc2C2=NC(CCC(=O)NCc3ccccc3)C(=O)N12 (configuration not stated)	·	5%	·	·	5%	·	-11
COCC(=O)N[C@H]1CCN2C(=O)N(c3ccc(OC(F)(F)F)cc3)C(=O)[C@@H]2C1	-9%[172 µM]	1%[87.6 µM]	3%[172 µM]	2%[174 µM]	-16%[87.6 µM]	0%[88.5 µM]	7
COCCN1C(=O)c2cccn2CC1CNC(=O)c1ccc(C)nc1 (configuration not stated)	0%	3%	4%	i	-6%	i	6
COc1cc(/C=C/c2nc3cc(Cl)ccc3c(=O)n2-c2cccc(C(F)(F)F)c2)cc(OC)c1OC	·	-9%	·	·	31%	·	3
C=CCNC(=O)c1cn2c(n1)CN(C(=O)c1cccnc1)CC2	·	3%[87.6 µM]	i	i	-1%[87.6 µM]	5%[88.5 µM]	-5
COc1ccc(CNC(=O)c2ccc(CNS(=O)(=O)c3ccc(OC)cc3)cc2)cc1	·	3%	·	·	115%[activator]	·	16
Nc1nc(Cl)nc2c1ncn2[C@@H]1O[C@H](CO)[C@@H](O)[C@H]1O	·	11%	·	·	-6%	1%	·
N#Cc1ccc(C(=O)Nc2ccc(-c3nnc4n3CCCC4)cc2)cc1	-15%	3%	11%	i	21%	i	17
O=C(CCc1ccsc1)NC1CCCc2nc(-c3ccccc3)ncc21 (configuration not stated)	-8%	7%	-18%	-24%	2%	?	24
CCOCC(=O)N1CCC(N2C(=O)C3(CCCCC3)C2c2ccncc2)CC1 (configuration not stated)	-9%	0%[12.5 µM]	-4%	-16%	-15%	2%	-8
Cc1ccc(C(=O)N2CCCN(S(=O)(=O)c3ccccc3)CCC(=O)NCC2)s1	2%	9%	-4%	?	-8%	i	6
COc1ccccc1CN1CCN(C2CCN(C(=O)NC(C)C)CC2)C(=O)C1=O	·	-11%	·	·	?	·	9
O=C1NC2(CCCCC2)C(=O)N1CC(=O)N1CCc2ccccc21	0%	3%	0%	0%	44%[activator]	-15%	37
COc1ccc(Cl)cc1-c1ccc2c(c1)C(=O)N1CCN(C(C)=O)C[C@@H]1C(=O)N2	13%[172 µM]	2%[87.6 µM]	?	-28%[174 µM]	-4%[87.6 µM]	5%[88.5 µM]	-8
COc1ccccc1OCCNC(=O)CCC[C@@H]1[C@H]2CCCN3CCC[C@@H](CN1C(C)=O)[C@@H]23	6%	14%	-10%	-7%	16%	-1%	0
O=S(=O)(NCC(c1ccco1)N1CCN(c2ccccc2)CC1)c1ccccc1 (configuration not stated)	·	9%	·	·	-14%	·	-11
O=C(NCCC1CCN(C(=O)Nc2ccccc2)CC1)c1cccs1	-14%	10%	-8%	-3%	-7%	?	10
COc1ccc2oc(=O)c(-c3nc(-c4cc(OC)c(OC)c(OC)c4)no3)cc2c1	·	-7%	·	·	-1%	·	22
Cc1ccccc1C(=O)Nc1nnc(S(=O)(=O)N2CCCc3ccccc32)s1	·	4%	·	·	43%[activator]	·	10
